# CASP6 VEID inh: caspase-6 (human) enzyme inhibition; P55212; inhibition, % at 12.5 µM; 350,000 compounds, 0.53% hits; purified caspase-6, Z-VEID-R110 cleavage fluorescence;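 active = mean inhibition across replicates at least about 35%, with every replicate also reaching that limit, limit read from the data; inconclusive = only one of the two criteria met; inactive = neither criterion met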;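 note: 0% = median of neutral control wells and 100% = no fluorescence left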
# Target sequence (P55212 24-179 limits assumed): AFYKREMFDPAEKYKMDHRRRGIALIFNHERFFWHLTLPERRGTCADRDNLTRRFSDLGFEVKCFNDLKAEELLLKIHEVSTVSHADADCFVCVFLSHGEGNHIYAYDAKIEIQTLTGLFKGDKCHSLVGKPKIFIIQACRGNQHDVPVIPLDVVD
# Target sequence (P55212 194-293 limits assumed): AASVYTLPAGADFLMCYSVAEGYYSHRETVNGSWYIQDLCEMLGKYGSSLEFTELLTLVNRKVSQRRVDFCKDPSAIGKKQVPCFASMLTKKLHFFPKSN
# SIRT5 block: inhibitors of human sirtuin-5 desuccinylase. AID 652115. Purified SirT5, succinyl-peptide AMC, trypsin-coupled fluorescence. 330,000 compounds, 1.1% hits. inhibition, % at 15 µM; in the data active = inhibition above about 15%; inconclusive = no clear call, values can overlap the other calls
# Target sequence (Q9NXA8 whole entry, looked up): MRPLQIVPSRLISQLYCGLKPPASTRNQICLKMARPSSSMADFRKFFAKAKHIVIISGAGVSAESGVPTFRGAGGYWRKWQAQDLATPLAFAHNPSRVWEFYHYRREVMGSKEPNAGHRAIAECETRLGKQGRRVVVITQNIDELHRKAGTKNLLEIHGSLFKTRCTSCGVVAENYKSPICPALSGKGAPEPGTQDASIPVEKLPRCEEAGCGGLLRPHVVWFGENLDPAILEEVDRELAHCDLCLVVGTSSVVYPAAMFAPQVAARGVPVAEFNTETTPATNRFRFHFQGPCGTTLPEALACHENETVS
# miR122 inh: blocks miR-122 activity in Huh7 sensor cells; activation (reporter increase), % at 12.5 µM; Huh7 miR-122 Renilla luciferase sensor, 48 h; neutral wells = 0, positive control = 100; AID 602342; 340,000 compounds, 0.3% hits;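 active = mean replicate activation score at least 90 and every replicate individually at or above 90; inconclusive = only one of the two criteria met; inactive = neither criterion met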;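 note: higher luciferase means less miR-122 activity so hits act as miR-122 inhibitors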
# ERAP1 inh: blocks human ERAP1 aminopeptidase activity; Q9NZ08; recombinant ERAP1, Leu-AMC fluorescence, 60 min; inhibition, % at 10.7 µM; 340,000 compounds, 0.15% hits;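 active = mean replicate inhibition of at least 30%, or all replicates individually reaching that 30% level; inactive = mean below 30% and not every replicate reaching it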;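 note: 0% = neutral control wells and 100% = L-leucinethiol positive control wells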
# DENV2 CPE rescue: inhibitors of DENV2 cytopathic effect; AID 651640; DENV2-infected cells, cytopathic effect rescue, plate reader; 350,000 compounds, 1.7% hits; CPE inhibition, % at 9.99 µM; in the data active = CPE inhibition above about 20%, passing the limit was not always enough; inconclusive = no clear call, values can overlap the other calls; tested in BHK-21 cells;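 note: 0% = median of neutral control wells and 100% = median of positive control wells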
# ERp5 block: ERp5 (human) disulfide isomerase inhibition; Q15084; 350,000 compounds, 0.05% hits; ERp5 insulin aggregation, absorbance 650 nm, 90 min; inhibition, % at 9.99 µM;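 active = mean replicate inhibition above about 25%, with every replicate also reaching it, limit read from the data, passing the limit was not always enough; inconclusive = only one of those two criteria met; inactive = neither criterion met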
# Target sequence (Q15084 whole entry, looked up): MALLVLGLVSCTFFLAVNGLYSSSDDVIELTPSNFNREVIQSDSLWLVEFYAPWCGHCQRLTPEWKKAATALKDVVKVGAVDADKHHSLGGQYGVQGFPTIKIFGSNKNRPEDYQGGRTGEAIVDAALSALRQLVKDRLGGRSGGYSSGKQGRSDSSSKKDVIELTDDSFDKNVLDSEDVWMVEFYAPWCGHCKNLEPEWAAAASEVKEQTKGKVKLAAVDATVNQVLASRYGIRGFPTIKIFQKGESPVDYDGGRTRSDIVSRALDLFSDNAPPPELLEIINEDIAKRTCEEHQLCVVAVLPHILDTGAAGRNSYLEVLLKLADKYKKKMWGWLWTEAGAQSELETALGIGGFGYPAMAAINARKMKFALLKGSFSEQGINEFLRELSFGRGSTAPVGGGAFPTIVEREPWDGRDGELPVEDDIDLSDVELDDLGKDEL
# F508del corr: CFTR F508del correction in bronchial cells. CFBE cells, YFP halide quenching; stimulated with forskolin plus potentiator P3; % fluorescence drop versus neutral controls. activity (quench increase), % at 7.58 µM. 350,000 compounds, 0.36% hits. AID 720511;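 active = mean added fluorescence quench of at least 8% versus neutral control, with both replicates also reaching 8%; inconclusive = only one of the mean or replicate conditions met; inactive = mean below 8% and not both replicates reaching 8%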;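 note: cells transiently co-express mutant CFTR-F508del with the halide-sensitive YFP; corrector assay measuring rescue of mutant channel to the surface after 24 h compound exposure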
# * marks the source's active call; other numbers are inactive results; u = inconclusive; x = not tested or not shown; [ ] = dose if it differs, or a comment.
SMILES,CASP6 VEID inh,SIRT5 block,miR122 inh,ERAP1 inh,DENV2 CPE rescue,ERp5 block,F508del corr
Cc1ccc(NC(=O)CCC(=O)NNC(=O)COc2ccc([N+](=O)[O-])cc2)c(C)c1,0,3,-3,-5,7,-7,-2.8
COc1ccccc1NC(=O)N1CCCCN2[C@@H](CO)[C@@H](c3ccc(-c4cccc(C)c4)cc3)[C@@H]2C1,-3,0,-20[16.7 µM],2,-3,0,-3.3
O=C(O)c1ccc2c(=O)n(-c3ccccc3F)c(=S)[nH]c2c1,1,3,x,-2,6,5,-4.8
CS(=O)(=O)N(CC(=O)Nc1c(F)cccc1F)Cc1ccccc1,-3,0,1,1,1,0,2.3
Cc1ccccc1-c1ccc2c(c1)O[C@@H](CN(C)C(=O)C1CC1)[C@@H](C)CN([C@H](C)CO)S2(=O)=O,3,-1,x,0,0,4,2.6
COc1ccc(NC(=O)Nc2ccc3c(c2)C(=O)N([C@H](C)CO)C[C@H](C)[C@@H](CN(C)C(=O)Nc2ccc(OC)cc2)OCCCC[C@H](C)O3)cc1,2,5,2[16.7 µM],-5,u,2,-1.1
COc1ccc(S(=O)(=O)Nc2ccc3c(c2)C(=O)N([C@H](C)CO)C[C@H](C)[C@H](CN(C)C(=O)c2ccccc2)OCCCC[C@@H](C)O3)cc1,-4,-7,5[16.7 µM],0,-5,9,0.2
CC(=O)NC1CC2CCCC(C1)N2C(=O)Nc1cccc(C)c1 (configuration not stated),1,-1,-7,1,-2,0,0.2
CN(Cc1ccc(OCC(O)CN(C)Cc2ccccc2)cc1)Cc1nccn1C (configuration not stated),-17,2,0,-3,-1,1,2.4
COc1ccc(CN(C)C[C@H]2Oc3c(NC(=O)Nc4ccc(OC)cc4)cccc3C(=O)N([C@@H](C)CO)C[C@H]2C)cc1,x,-5,-4[16.7 µM],-1,1,-1,1.5
COc1ccc(OC)c(/C=N/N=C2\SCC(=O)N2Cc2ccco2)c1,2,-4,7,10,3,-11,x
CCNC(=O)[C@H]1[C@H](CO)[C@H]2Cn3c(ccc(-c4ccccc4F)c3=O)[C@H]2N1CC1CC1,1,3,-1[16.7 µM],-1,-3,-7,0.4
CNC[C@@H]1OCCCC[C@@H](C)Oc2ccc(NC(=O)Nc3ccc(C(F)(F)F)cc3)cc2C(=O)N([C@@H](C)CO)C[C@H]1C,-6,5,-7[16.7 µM],2,u,-1,1.4
C=CCN1C(c2ccc(Br)cc2)=CS/C1=C(/C#N)c1nnc(N2CCOCC2)n1-c1ccccc1,1,-7,x,5,x,-3,0.2
CN(C)S(=O)(=O)c1ccc(N2CCCC2)c(C(=O)NC2CCC(O)CC2)c1 (configuration not stated),-4,-1,5,1,x,6,1.9
COc1ccc(C(=O)OCC(=O)NC2CC2)cc1OC,-1,-6,2,2,9,0,-2.2
C=CCn1c(=O)[nH]c(=O)c2c(N)c(C(=O)c3ccc(OC)cc3)sc21,-3,5,6,x,x,5,0.4
COCC(=O)N(C)C[C@@H]1Oc2cc(C#CCC(C)C)ccc2S(=O)(=O)N([C@@H](C)CO)C[C@@H]1C,x,15*,-2[16.7 µM],0,-6,-10,-1.7
C[C@H]1CN([C@@H](C)CO)C(=O)c2cc(NS(=O)(=O)c3cn(C)cn3)ccc2O[C@@H]1CN(C)Cc1ccc(C(=O)O)cc1,-3,2,-6[16.7 µM],2,-5,-2,0.0
CCCS(=O)(=O)N1CCC(C(=O)Oc2ccc(OC)cc2)CC1,-1,-4,x,-1,14,-1,-1.3
CN(C)/C=N/c1ncc(C(=O)c2ccc(-c3ccccc3)cc2)s1,0,0,x,8,-1,-2,1.1
O=C(C1CC1)N1CC(=O)N2[C@H](CO)[C@H](c3ccc(C#CC4CCCC4)cc3)[C@H]2C1,2,-6,x,-3,4,3,2.5
CC(C)C(=O)Nc1ccc2c(c1)nc(CCN1CCCCC1)n2C,-1,-2,-6,5,2,2,-1.7
Oc1cccc2ccc(/C=C/c3ccccc3Br)nc12,2,2,4,0,-5,1,1.4
CCNC(=S)N(Cc1cc2cccc(C)c2[nH]c1=O)C1CCCC1,-2,-1,6,1,-2,-1,-0.6
CCOC(=O)n1c(=O)n(C)c2ccc(Cl)cc21,0,20*,x,-4,0,7,0.6
CN(CCc1ccccn1)C(=O)CCC1CCCN(C(=O)CCOc2ccccc2)C1 (configuration not stated),1,-3,x,-5,1,-6,0.0
C[C@H]1CN([C@@H](C)CO)C(=O)c2cccc(NC(=O)Nc3ccc(F)cc3)c2O[C@H]1CN(C)S(=O)(=O)c1ccccc1,x,-1,1[16.7 µM],0,-3,-1,-1.9
CCc1ccc([C@@H]2CC=C(C(=O)O)[C@H](c3ccc(F)cc3)N2S(=O)(=O)c2ccc(C)cc2)cc1,9,4,2,21,1,-1,1.9
O=C(C[C@H]1C[C@@H]2c3cc(NS(=O)(=O)c4ccc(F)cc4)ccc3O[C@@H]2[C@H](CO)O1)NC1CCCCC1,-2,0,2[16.7 µM],4,-4,-6,3.4
CCOC(=O)Cc1csc(NC(=O)COc2c(C)cccc2C)n1,4,-4,x,-2,-4,4,1.7
CN(C)c1ccc2c(c1)[C@@H]1C[C@@H](CC(=O)NC3CCCC3)O[C@H](CO)[C@@H]1O2,-2,-4,4[16.7 µM],-2,-10,-1,1.7
COc1ccccc1-c1ccc2c(c1)O[C@@H](CN(C)C(=O)c1cccnc1)[C@@H](C)CN([C@@H](C)CO)S2(=O)=O,5,-8,-7[16.7 µM],0,x,1,-2.5
Cn1c(SCC(=O)N2CCCC2)nc2ccccc21,0,-3,x,0,2,-10,1.4
CN1CCN(c2ccc([N+](=O)[O-])c(Sc3nc4ccccc4[nH]3)c2)CC1,0,3,4,2,-2,5,0.4
Cc1ccccc1NC(=O)c1cc(C(=O)c2cc(Cl)ccc2O)cn(-c2ccccc2C)c1=O,-4,-2,x,-3,2,5,x
CC(NC(=O)Cn1cc(Br)c([N+](=O)[O-])n1)c1ccccc1 (configuration not stated),0,2,0,-2,4,2,0.2
Oc1ccc(Cc2ncc(C(F)(F)F)cc2Cl)cc1,-1,2,-3,1,2,5,-1.6
CCOC(=O)C1=C(COC(=O)Cc2ccc(OC)c(OC)c2)NC(=O)NC1C (configuration not stated),0,1,x,1,11,0,-0.8
O=C(NCC1CC1)[C@@H]1[C@@H](CO)[C@@H]2Cn3c(cccc3=O)[C@@H]2N1Cc1cccc(F)c1,-1,-2,x,0,4,-1,0.8
O=C(NC1CCC1)[C@H]1[C@H](CO)[C@H]2Cn3c(ccc(-c4ccccc4)c3=O)[C@@H]1N2Cc1cocn1,6,-28,4[16.7 µM],-1,1,0,-1.2
C[C@@H]1CCCCO[C@@H](CN(C)C(=O)Nc2cccc3ccccc23)[C@@H](C)CN([C@@H](C)CO)C(=O)c2cc(NC(=O)Nc3cccc4ccccc34)ccc2O1,-1,8,6[16.7 µM],-2,-13,-2,4.4
COc1cccc(S(=O)(=O)Nc2ccc3c(c2)[C@H]2C[C@@H](CC(=O)NCc4ccccc4F)O[C@H](CO)[C@H]2O3)c1,2,-1,-7[16.7 µM],1,-5,-1,-0.9
CN(C(=O)COC(=O)COc1ccc2c(c1)CCC2)c1c(N)n(Cc2ccccc2)c(=O)[nH]c1=O,1,1,0,3,5,-1,-0.2
CCN(CC)C(=O)OCc1c(-c2ccccc2)ncc2ccccc12,-1,x,4,0,-1,-2,3.2
O=c1cc2ncc(-c3[nH]ncc3[N+](=O)[O-])cn2[nH]1,12,8,-10,1,-1,-1,-2.5
O=C(COc1ccccc1[N+](=O)[O-])NCC1(N2CCCCC2)CCCCC1,-10,-2,8,-3,-5,4,4.0
Nc1ncnc2nc(SCCOc3ccc(Cl)cc3)[nH]c12,-1,1,x,6,-3,8,x
Cc1ccc(O)c(C2=NNC(c3ccc(Cl)cc3)C2)c1 (configuration not stated),0,1,4,-1,-8,-1,6.9
CN(C)C(CNC(=O)C1CCN(S(=O)(=O)c2ccccc2)CC1)c1ccccc1 (configuration not stated),4,2,2,-1,-5,-7,0.6
COc1ccc(-n2nc(C(=O)NCC(=O)NC(C)C)c3ccccc3c2=O)c(OC)c1,0,-4,2,-2,-5,-6,-0.9
Cc1ccc(C)c(C(=O)CCC(=O)OCn2nnc3ccccc3c2=O)c1,-5,-4,-3,-1,7,2,0.3
CCN1C(=O)[C@H]2[C@@H](c3ccc(-c4ccc(OC)cc4)cc3)N3CCC[C@@]3(C(=O)OC)[C@H]2C1=O,3,x,-4,x,1,0,0.9
O=C(COC(=O)c1ccccc1O)Nc1cccc(S(=O)(=O)N2CCCC2)c1,1,1,-9,-8,-1,-5,-0.3
Cn1c(=O)[nH]c(=O)c2c1nc(N/N=C/c1ccncc1)n2Cc1ccc(Cl)cc1,0,-2,9,1,u,1,1.6
NC(=O)C1CCN(C(=O)/C=C/c2cc(Br)ccc2F)CC1,2,-3,11,1,3,-1,0.8
CC(=O)N(C)C[C@H]1Oc2cc(-c3cccc(F)c3)ccc2S(=O)(=O)N([C@@H](C)CO)C[C@@H]1C,-1,1,7[16.7 µM],0,18,11,3.2
CCN1[C@H](C(=O)NCc2ccccc2)[C@@H](CO)[C@@H]2Cn3c(ccc(-c4ccncc4)c3=O)[C@@H]21,3,19*,8[16.7 µM],1,6,7,2.1
CCCCc1ccc(NC(=O)N2CCNC(=O)C2CC(=O)Nc2ccsc2C(=O)OC)cc1 (configuration not stated),6,3,-2,0,1,x,1.8
COc1cccc(/C=N/Nc2ccc([N+](=O)[O-])cn2)c1O,1,-3,-33,-2,-6,1,x

# One compound at a time, from the list above. Values in the order: CASP6 VEID inh | SIRT5 block | miR122 inh | ERAP1 inh | DENV2 CPE rescue | ERp5 block | F508del corr
# CCN(CC)C(=O)OCc1c(-c2ccccc2)ncc2ccccc12 is listed with -1 | x | 4 | 0 | -1 | -2 | 3.2
# Nc1ncnc2nc(SCCOc3ccc(Cl)cc3)[nH]c12 is listed with -1 | 1 | x | 6 | -3 | 8 | x

# Other structures follow:
SMILES,CASP6 VEID inh,SIRT5 block,miR122 inh,ERAP1 inh,DENV2 CPE rescue,ERp5 block,F508del corr
CC(C)C#Cc1cnc2c(c1)C(=O)N([C@H](C)CO)C[C@@H](C)[C@@H](CN(C)C(=O)Nc1ccc(F)cc1)O2,2,3,-5[16.7 µM],6,-10,-14,-0.8
CC(C(=O)OCC(=O)c1cccc([N+](=O)[O-])c1)N1C(=O)C2C3CCC(C3)C2C1=O (configuration not stated),0,-1,9,-3,2,4,-1.9
Cc1ccc(-c2nnc(Nc3ccc(CC(N)=O)cc3)c3ccccc23)cc1S(N)(=O)=O,10,-2,32,6,2,-2,0.0
Cc1ccc(OCCCN2CCC(C(O)(c3ccccc3)c3ccccc3)CC2)cc1,-1,-2,x,-2,-12,5,-0.7
CC(C)OCCCNC(=O)c1cc(-c2cccnc2)nc2ccccc12,0,-2,-1,5,-3,1,2.6
CN(Cc1cccs1)C(=O)CSc1nc(N)cc(N)n1,2,1,x,2,-7,2,-0.2
Cc1noc(C)c1NC(=O)N[C@H]1CC[C@@H](CC(=O)N2CCN(C)CC2)O[C@@H]1CO,3,-1,x,-1,-5,3,-1.8
CCCNC(=O)C[C@@H]1CC[C@@H]2[C@H](COC[C@H](O)CN2C(=O)C2CCOCC2)O1,-2,8,-5[16.7 µM],0,-2,-3,4.4
Cc1ccc(C(=O)NCC(=O)N(C)Cc2ccc(Cl)cc2Cl)s1,7,2,-3,1,1,1,0.8
O=C(CCC(=O)Nc1cc(C(F)(F)F)ccc1Cl)N/N=C\c1cc([N+](=O)[O-])ccc1O,-1,8,2,1,3,-1,0.3
O=C(c1ccncc1)N1CC(=O)N2[C@H](CO)[C@H](c3ccc(-c4ccccc4)cc3)[C@@H]2C1,-3,2,x,-2,6,1,-1.5
CN1CCN(c2ccc(S(=O)(=O)N3CCOCC3)cc2NC(=O)C2CCCCC2)CC1,-3,0,-2,-4,u,-1,0.4
C[C@H](CO)N1C[C@H](C)[C@H](CN(C)Cc2ccc(C(F)(F)F)cc2)Oc2c(NC(=O)Nc3ccccc3)cccc2C1=O,2,-1,26[16.7 µM],4,-9,-2,0.7
